Compound activity deposited in PubChem by several laboratories.
sPLA2-III inh: Blocks human group III sPLA2 activity; Q9NZ20; QFRET BODIPY PC-A2 liposome hydrolysis, fluorescence; inhibition, % at 12.2 µM; 0.56% of 370,000 active;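 active = inhibition above mean plus 3 SD of compounds lying within the high and low control bounds, cut at about 19% in these data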;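 also: 0% = median of test compound wells and 100% = no enzyme DMSO wells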
Target sequence (Q9NZ20 whole entry, looked up): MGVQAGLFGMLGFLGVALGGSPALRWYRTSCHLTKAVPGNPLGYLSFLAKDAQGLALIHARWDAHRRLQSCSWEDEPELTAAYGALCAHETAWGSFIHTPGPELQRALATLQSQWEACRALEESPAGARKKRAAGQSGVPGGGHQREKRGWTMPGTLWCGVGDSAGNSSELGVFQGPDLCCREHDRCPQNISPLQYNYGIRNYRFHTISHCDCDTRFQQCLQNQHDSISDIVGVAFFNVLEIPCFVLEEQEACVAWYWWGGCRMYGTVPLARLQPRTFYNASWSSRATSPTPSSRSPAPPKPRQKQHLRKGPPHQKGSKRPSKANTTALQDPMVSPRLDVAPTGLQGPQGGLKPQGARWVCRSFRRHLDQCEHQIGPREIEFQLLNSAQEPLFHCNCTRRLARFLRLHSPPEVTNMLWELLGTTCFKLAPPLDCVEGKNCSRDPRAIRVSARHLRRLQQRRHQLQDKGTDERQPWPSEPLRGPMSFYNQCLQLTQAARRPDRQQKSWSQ
ssDAF12 agonist: activators of S. stercoralis DAF-12 nuclear receptor. activation, % at 6.8 µM. 1% of 370,000 active. HEK293 ssDAF-12/GRIP1 lit1-tk-luc reporter, luminescence; % of 3 µM dafachronic acid response;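 active = activation above the mean over all tested compounds plus 3 SD, cut at about 0.9% in these data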;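 also: 0% = DMSO-only wells and 100% = 3 µM delta7-dafachronic acid wells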
DAX1 inh-1: blocks DAX1 repression of SF-1 activated StAR promoter | HEK293T StAR-luciferase reporter, SF-1/DAX-1 repression relief | inhibition, % at 6.8 µM | 1.1% of 370,000 active | AID 652010;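 active = inhibition above the mean over all tested compounds plus 3 SD, cut at about 3.6% in these data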;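 also: 0% = DAX-1 cells with DMSO and 100% = cells lacking DAX-1 with DMSO; higher inhibition means more luminescence from relief of DAX-1 repression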
NPR2 activator: GC-B (human) receptor activation; P20594; HEK293-GC-B cells, CNP EC30, cGMP TR-FRET; 0% at EC30 CNP, 100% saturating CNP; activation, % at 10 µM; 0.11% of 370,000 active;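 active = activation at 10 µM reaching about 35% in either raw or pattern-adjusted values, limit read from the data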
hgDAF-12 ag: hgDAF-12 agonism, primary luciferase screen; HEK293 GAL4-hgDAF12 UAS-luciferase reporter, agonist luminescence; normalized to butyrate control; activation, % at 6.8 µM; 1.8% of 370,000 active; AID 687014;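 active = activation above a cutoff set at the mean of all screened compounds plus 3 SD, cut at about 10% in these data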;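 also: 0% = DMSO wells and 100% = sodium butyrate wells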
GAA850 FXN act: frataxin GAA850 promoter activation. HEK293 lucGAA850 FXN promoter luciferase reporter, 24 h; percent of 10 µM SAHA response. activation, % at 6 µM. 0.56% of 360,000 active. AID 540364;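 active = activation above the average of all compounds screened plus 3 SD, cutoff fixed separately per campaign, cut at about 7.5% in these data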;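 also: 0% = DMSO wells and 100% = 10 µM SAHA wells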
KLK7 zymogen act: activators of human kallikrein-7 zymogen; purified proKLK7, EDANS-DABCYL substrate fluorescence; 100% is mature enzyme control, 0% vehicle; activation, % at 7 µM; 0.9% of 370,000 active;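 active = activation above the mean of all tested compounds plus 3 SD, computed per campaign excluding outliers beyond control limits, cut at about 13% in these data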
Target sequence (P49862 whole entry, looked up): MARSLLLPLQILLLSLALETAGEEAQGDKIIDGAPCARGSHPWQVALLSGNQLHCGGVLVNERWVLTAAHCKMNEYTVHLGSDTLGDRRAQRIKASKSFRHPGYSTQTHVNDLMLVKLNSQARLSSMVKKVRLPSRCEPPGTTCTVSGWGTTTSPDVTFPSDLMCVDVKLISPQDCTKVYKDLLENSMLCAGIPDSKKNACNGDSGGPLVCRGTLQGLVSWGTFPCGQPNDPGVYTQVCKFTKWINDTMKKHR
NPR1 activator: GC-A (human) enzyme activation; P16066; HEK293 GC-A cells, cGMP TR-FRET, EC30 ANP; 0% at EC30 ANP, 100% saturating ANP; activation, % at 10 µM; 0.14% of 370,000 active; AID 1671463; in the data active = activation above about 40%
DAX1 inh-2: inhibitors of human orphan nuclear receptor DAX1 (NR0B1); AID 504766; 0.99% of 340,000 active; HEK293 Gal4-DAX1 luciferase reporter, luminescence; inhibition, % at 6.75 µM; P51843;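 active = inhibition above the mean over all tested compounds plus 3 SD, cut at about 4.2% in these data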;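 also: 0% = DAX1-transfected cells with DMSO and 100% = empty-vector control cells with DMSO; inhibition shows as a rise in luminescence from relieved DAX1 repression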
Target sequence (P51843 207-470 limits assumed): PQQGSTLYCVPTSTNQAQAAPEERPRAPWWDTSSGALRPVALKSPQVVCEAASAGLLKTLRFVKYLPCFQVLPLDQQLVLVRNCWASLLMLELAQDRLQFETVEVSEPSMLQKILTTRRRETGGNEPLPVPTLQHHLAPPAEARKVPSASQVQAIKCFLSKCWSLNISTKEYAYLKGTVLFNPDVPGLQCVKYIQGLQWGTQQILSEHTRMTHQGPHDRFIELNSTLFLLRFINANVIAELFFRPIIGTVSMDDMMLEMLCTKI
hcDAF12 agonist: H. contortus DAF-12 activation, primary screen. HEK293 hcDAF-12 lit1-tk-luc reporter, luminescence; 0% DMSO, 100% Δ7-dafachronic acid. activation, % at 6.8 µM. 1.4% of 370,000 active. AID 652067;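 active = activation above the mean of all tested compounds plus 3 SD, cut at about 5.5% in these data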;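 also: 100% = response to 3 µM Δ7-dafachronic acid high control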
SMARCA2 act: SMARCA2 function activation, primary screen; MG213 cells, MMTV-luciferase reporter, dexamethasone, overnight; activation, % at 9.1 µM; 1% of 370,000 active; AID 652017; in the data active = activation above about 7.8%;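 also: 0% = vehicle wells and 100% = reference activator wells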
* = called active by the depositor; · = not tested or not shown. An unsorted share of the library, and some 6.7% of all compounds hit somewhere here.

SMILES	sPLA2-III inh	ssDAF12 agonist	DAX1 inh-1	NPR2 activator	hgDAF-12 ag	GAA850 FXN act	KLK7 zymogen act	NPR1 activator	DAX1 inh-2	hcDAF12 agonist	SMARCA2 act
O=S(=O)(NCc1ccccn1)c1ccccc1	6	-1.5	-0.4	3	0.9	-1.0	0.3	0	1.0	0.3	-2
Cc1cccc(-c2n[nH]c(=S)n2/N=C/c2ccc(C)s2)c1	5	-1.4	-0.2	3	0.1	0.7	-0.1	2	2.1	-2.9	3
COc1cccc(NC(=O)n2ccc3ccc(-c4ccc5cc[nH]c5c4)cc32)c1	-18	-0.8	-1.5	-9	0.8	·	-8.4	-9	·	-1.4	-1
Cc1cccc(C)c1NC(=O)C(c1cc2ccccc2o1)N1CCN(C)CC1 (stereo not given)	5	0.6	0.3	-1	-1.6	·	0.3	-1	·	-1.2	-2
Cc1cccc(N2CC(O)(c3cccs3)[N+]3=C2CCCCC3)c1 (stereo not given)	-1	0.1	1.1	-10	-2.5	0.6	0.5	-9	0.3	0.6	-3
O=C(COC(=O)Cn1cc(C(F)(F)F)ccc1=O)Nc1ccc(Br)cc1F	1	-0.5	-0.1	0	0.6	-0.2	-0.6	0	-0.3	-0.3	-3
CC(C)CSc1ncccc1-c1nc2ccccc2[nH]1	0	-0.5	-0.6	-6	-0.8	·	0.2	4	·	-1.9	1
CC(=O)C1=C(C)NC(=O)NC1c1cc(Br)ccc1OCC(N)=O (stereo not given)	-2	-1.2	-0.5	-3	-0.9	2.0	0.4	0	1.2	-0.3	4
Cc1cccc(NC(=S)NC2CCN(Cc3ccccc3)CC2)c1C	11	-0.8	-0.2	-3	-1.4	1.3	-0.3	1	-0.9	-3.8	-3
COc1ccc2nc(N3CCCC(O)C3)c(C#N)cc2c1 (stereo not given)	-3	-0.1	-0.8	-2	6.4	2.1	9.3	-3	0.4	2.1	-4
CCN(CC)CCCNC(=O)c1cc2nc(-c3ccccc3)cc(C(F)(F)F)n2n1	-2	-1.6	-0.3	5	-0.2	0.7	3.4	2	-0.2	0.5	0
CC(=O)NCCC(=O)Nc1cc(S(=O)(=O)N2CCOCC2)ccc1N1CCOCC1	-1	-1.6	0.4	-3	0.7	-0.5	-0.5	3	-0.3	0.1	2
CCOc1ccc(NC(=O)CN2C(=O)/C(=C3\SC(=S)N(C4CCS(=O)(=O)C4)C3=O)c3ccccc32)cc1 (stereo not given)	-10	-1.0	0.1	4	-2.0	1.4	0.0	-8	0.2	1.7	2
NC(=O)[C@H]1CC2(CC(c3cccc(NC(=O)[C@H]4CCC(=O)N4)c3)=NO2)CN1C(=O)c1ccccc1C(=O)c1ccccc1 (stereo not given in full)	6	-0.4	-0.2	6	-0.3	0.4	-0.1	4	1.0	-1.2	0
CCCNC(=O)C1(C)CCN(C(=O)c2ccc3snnc3c2)C1 (stereo not given)	-1	-1.2	0.1	-3	-0.8	0.2	0.2	4	·	-1.3	-3
CCCCCC(=O)NCc1c(C(F)(F)F)nn(C)c1N1CCOCC1	7	-0.8	1.0	-1	-1.8	0.8	-0.4	-3	0.1	-1.1	-4
COc1cc(Br)cc(/C=C/c2ccc3cccc(O)c3n2)c1OC	2	-0.9	-0.5	4	0.5	-0.5	0.1	1	0.1	-0.7	0
CCc1nnc(NC(=O)C2CCC(CNc3c(N4CCCCC4)c(=O)c3=O)CC2)s1 (stereo not given)	3	-0.5	0.5	-3	0.3	1.3	-0.5	1	-0.3	-0.5	-3
Cc1cc(C)cc(NC(=O)CCN2CC(C)OC(C)C2)c1 (stereo not given)	2	-0.5	-0.1	-1	-0.8	-1.3	-0.3	2	-0.8	-0.8	8.4*
CCN(CC(=O)N1CCCC1)S(=O)(=O)c1ccc(F)cc1	7	-1.5	-0.2	7	-1.9	3.5	0.1	5	0.6	-2.4	-4
CCn1c(/C=C/c2cc(Br)ccc2O)nc2ccccc2c1=O	-19	-1.2	-0.6	-9	-2.8	1.0	1.1	-14	-1.3	-3.2	-5
COc1ccc(N2CCN(C3CC(=O)N(C)C3=O)CC2)cc1 (stereo not given)	2	-1.4	0.9	-3	-2.5	-0.3	0.2	1	0.8	0.2	3
CCn1ncc(Br)c1C(=O)Nc1ccc(C(=O)OC(C)C)cc1	-18	-1.6	-0.9	0	-2.1	1.7	0.9	-3	1.1	-2.8	-2
Cc1ccc(CNc2ccc(N3CCOCC3)c(Cl)c2)cc1	12	-0.8	0.3	-3	2.5	3.2	-0.4	0	0.2	-0.7	1
CC(NC(=O)Nc1ccc([N+](=O)[O-])cc1)C(c1ccccc1)N1CCOCC1 (stereo not given)	-3	-1.3	-0.2	-2	1.4	-1.5	0.6	-4	·	-1.1	1
CC1=Nc2ccc3ccccc3c2C1(C)C	0	-1.5	0.1	0	-0.1	4.5	-1.8	4	0.5	0.6	-2
O=C(COc1ccc(F)cc1)Nc1nnc(-c2ccncc2)s1	-1	-1.3	-0.6	-9	-3.1	0.4	-0.7	2	0.3	-2.1	-2
COc1cccc(CNc2ccc(C)c(Cl)c2)c1	2	-1.5	-0.4	-9	7.0	1.5	-0.3	6	-1.0	0.7	-1
COc1ccc(-c2nc3ccc(C(=O)NCCCN4CCOCC4)cc3nc2-c2ccc(OC)cc2)cc1	-19	0.0	-0.5	1	-1.1	-1.4	-38	14	-0.8	-2.6	-3
O=C(NCc1ccccn1)c1cccc(NS(=O)(=O)c2ccccc2)c1	7	-1.2	1.9	0	-0.1	0.5	0.2	-1	0.1	1.1	-1
CCN(c1ccc(C)cc1)S(=O)(=O)c1nnc(NC(=O)c2ccco2)s1	-9	-1.1	-0.2	-2	2.9	-0.8	0.2	2	0.6	-1.4	-2
CCSc1nnc(NC(=O)C2CSC3(C)CCC(=O)N23)s1 (stereo not given)	11	-0.9	0.7	1	-0.5	0.7	-0.4	1	0.2	0.3	-3
COc1ccc(N2CCN(CC(=O)NC(C)c3ccccc3)CC2)cc1 (stereo not given)	2	0.8	0.1	3	-1.2	1.9	0.1	3	-1.9	-0.6	-2
Cc1cc(OCC(=O)N(C)c2c(N)n(Cc3ccccc3)c(=O)[nH]c2=O)c(C(C)C)cc1Cl	3	-0.3	-1.1	0	1.2	-0.3	-0.6	-5	1.0	-1.4	-1
CN[C@H]1C[C@H]2c3cc(N4CCN(C)CC4)ccc3CCN2C(=O)[C@H]1[C@H](C)O	18	-0.4	0.7	-1	0.3	1.0	2.3	-3	1.4	-1.5	-6
COC(=O)c1ccc(CSc2nncn2C)cc1	0	-0.1	0.9	1	5.3	2.5	0.3	1	-0.2	1.3	4
COCc1ccc(C(=O)N2CCCC(C(=O)c3ccc(SC)cc3)C2)o1 (stereo not given)	4	-1.1	-0.5	0	-1.9	3.2	-0.3	3	0.3	-2.2	-1
C=CCn1c(C)cc(-c2csc(NCC)n2)c1C	-4	0.6	-0.2	2	0.3	-0.6	-1.2	4	1.6	3.1	2
COc1cccc(C(=O)NCCNC(=O)c2cnccn2)c1	4	-0.2	0.0	1	0.8	2.8	-0.3	-1	0.2	-0.8	-3
O=C(Cn1ncc2c([nH]c3ccccc32)c1=O)N1CCCCC1	9	-0.5	-0.1	-1	-2.6	-1.3	-0.2	0	0.5	0.3	-1

In another format: 4 of the compounds above
Order of results: sPLA2-III inh, ssDAF12 agonist, DAX1 inh-1, NPR2 activator, hgDAF-12 ag, GAA850 FXN act, KLK7 zymogen act, NPR1 activator, DAX1 inh-2, hcDAF12 agonist, SMARCA2 act
CN[C@H]1C[C@H]2c3cc(N4CCN(C)CC4)ccc3CCN2C(=O)[C@H]1[C@H](C)O
 : 18, -0.4, 0.7, -1, 0.3, 1.0, 2.3, -3, 1.4, -1.5, -6
C=CCn1c(C)cc(-c2csc(NCC)n2)c1C
 : -4, 0.6, -0.2, 2, 0.3, -0.6, -1.2, 4, 1.6, 3.1, 2
COC(=O)c1ccc(CSc2nncn2C)cc1
 : 0, -0.1, 0.9, 1, 5.3, 2.5, 0.3, 1, -0.2, 1.3, 4
Cc1cc(OCC(=O)N(C)c2c(N)n(Cc3ccccc3)c(=O)[nH]c2=O)c(C(C)C)cc1Cl
 : 3, -0.3, -1.1, 0, 1.2, -0.3, -0.6, -5, 1.0, -1.4, -1

Next section:
SMILES	sPLA2-III inh	ssDAF12 agonist	DAX1 inh-1	NPR2 activator	hgDAF-12 ag	GAA850 FXN act	KLK7 zymogen act	NPR1 activator	DAX1 inh-2	hcDAF12 agonist	SMARCA2 act
CCOC(=O)Cc1csc(NC(=O)c2ccc([N+](=O)[O-])cc2[N+](=O)[O-])n1	13	-1.2	-1.1	0	-4.0	0.4	0.0	0	0.0	-1.6	-3
CCNC(=O)COC(=O)c1csc2c1CCCC2	4	-1.2	0.1	6	1.2	1.7	0.2	-1	-0.4	-0.8	-2
O=C(OCC(=O)c1ccc[nH]1)c1cncc(Br)c1	-5	-1.3	0.5	1	1.1	1.0	0.1	-2	2.0	-1.1	-3
O=C1NC[C@@H](c2ccccc2)OC(=O)[C@@H](Cc2ccc(F)cc2)CC/C=C/C[C@H]1CC(=O)N(CCO)Cc1ccccc1	-21	-1.2	-0.1	2	-1.4	4.3	0.3	-3	-0.3	-0.9	-1
Nc1nc(SCC(=O)c2ccc(F)cc2)n[nH]1	-2	-0.8	0.9	2	3.5	4.9	0.1	1	0.6	-1.1	-2
COC(=O)c1ccc(NC(=O)CCN2CCN(c3ccccc3)CC2)cc1	5	-0.6	-1.5	3	-2.4	2.7	0.4	3	0.1	-2.8	-5
CC1=C(C(=O)OC2CCCCC2)C(c2ccccc2)NC(=O)N1 (stereo not given)	0	-2.1	0.1	-3	-4.5	1.7	0.0	-16	-1.6	-2.9	-5
CCOc1ccc(NC(=O)c2ccc(OC)cc2)cc1	-2	-0.8	1.2	2	13*	0.4	1.0	-2	-0.9	0.3	0
Cc1cc(C)c(S(=O)(=O)n2c([N+](=O)[O-])cnc2C)cc1C	0	-1.6	0.0	3	-1.9	1.4	-0.4	1	-0.1	2.0	0
CC(=O)c1ccc(N2CCN(c3ncccn3)CC2)cc1	11	-0.2	0.3	-3	3.1	6.5	-0.6	-2	1.3	-0.2	-4
COC(=O)C(C)N(C(=O)c1ccc(Cl)cc1)c1c(C)cccc1C (stereo not given)	0	-0.8	-0.9	-18	-2.0	-0.8	-0.3	-30	-0.5	-3.1	-4
O=C(c1cnccn1)N1CCCC(N2CCN(c3cccc(Cl)c3)CC2)C1 (stereo not given)	6	-1.2	-1.1	2	-2.5	-0.1	0.3	4	-0.5	-1.1	-3
CC(C)(C)CC(=O)Nc1nnc(SCC(=O)Nc2ccccc2F)s1	-15	-1.5	0.1	1	3.4	0.4	0.0	-2	2.1	-1.1	0
C=CCSc1nnc(NC(=O)CSc2nc(CCC)cc(=O)[nH]2)s1	-10	-0.9	-0.2	-1	-1.9	3.0	0.5	-5	-0.2	-0.7	0
C/C(CC(=O)NC(C)(C)C)=N\NC(N)=S	9	-1.1	-0.5	-1	0.9	0.3	0.2	4	-0.2	-2.6	-2
Cc1nn(-c2ccccc2Cl)c2sc(C(=O)Nc3nnc(C4CC4)s3)cc12	-5	-0.9	0.3	-1	0.0	2.3	1.2	-3	0.9	-0.6	1
O=[N+]([O-])c1cccc(COc2ccc(CO)cc2)c1	-11	2.6*	1.9	-4	19*	·	0.0	1	·	7.0*	9.4*
